HP1b binding inh – blocks HP1-beta chromodomain binding to methylated histone tails; 0.56% of 390,000 active; AlphaScreen HP1-beta / biotin-H3K9me3 peptide binding; Potency, µM (top dose mostly 114 µM), inactives show top-dose activity change, negative = inhibition, most hits filed as inhibitors; P83916; also: nearly all actives have a fitted effect of over 70% in size; inactives centre near 23
Target sequence (P83916 whole entry, looked up): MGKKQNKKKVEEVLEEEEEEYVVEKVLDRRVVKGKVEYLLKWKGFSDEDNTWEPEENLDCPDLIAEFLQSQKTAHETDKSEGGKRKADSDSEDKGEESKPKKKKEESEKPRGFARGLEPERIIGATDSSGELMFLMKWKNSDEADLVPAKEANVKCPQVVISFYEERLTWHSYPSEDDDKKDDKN
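HP1-beta protein (50 nM final) preincubated 30 min at room temperature with biotinylated H3(1-18)K9me3 peptide (50 nM) in PBS pH 7.4, 0.01% Tween-20, then compound added for 30 min. AlphaScreen streptavidin donor/nickel chelate acceptor beads (10 ug/mL final), 30 min dark, luminescence read.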
GLS inhibitor – blocks human kidney-isoform glutaminase activity; Potency, µM (highest dose often 45.5 µM), inactives show at the highest dose activity change, negative = inhibition, usual class: inhibitors; 0.21% of 410,000 active; AID 624170; O94925; GLS enzymatic activity, qHTS titration; also: % is scaled to controls: 0 for no effect and ±100 for the full control effect
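hKGA in 45 mM KH2PO4 (pH 8.2), 0.02% Tween-20 with compound, then 1mM L-Glutamine (stock as added) plus glutamate oxidase/HRP/Amplex red coupling mix. Fluorescence read initially and after 30 min at RT; signal change reflects glutamate formation.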
Pol iota inh – inhibitors of human DNA polymerase iota. 1% of 390,000 active. AID 588590. Q9UNA4. Potency, µM (highest dose often 115 µM), without a hit: at the highest dose activity, negative = inhibition, most hits filed as inhibitors. Pol iota fluorescent replication assay, 10 min
Target sequence (Q9UNA4 whole entry, looked up): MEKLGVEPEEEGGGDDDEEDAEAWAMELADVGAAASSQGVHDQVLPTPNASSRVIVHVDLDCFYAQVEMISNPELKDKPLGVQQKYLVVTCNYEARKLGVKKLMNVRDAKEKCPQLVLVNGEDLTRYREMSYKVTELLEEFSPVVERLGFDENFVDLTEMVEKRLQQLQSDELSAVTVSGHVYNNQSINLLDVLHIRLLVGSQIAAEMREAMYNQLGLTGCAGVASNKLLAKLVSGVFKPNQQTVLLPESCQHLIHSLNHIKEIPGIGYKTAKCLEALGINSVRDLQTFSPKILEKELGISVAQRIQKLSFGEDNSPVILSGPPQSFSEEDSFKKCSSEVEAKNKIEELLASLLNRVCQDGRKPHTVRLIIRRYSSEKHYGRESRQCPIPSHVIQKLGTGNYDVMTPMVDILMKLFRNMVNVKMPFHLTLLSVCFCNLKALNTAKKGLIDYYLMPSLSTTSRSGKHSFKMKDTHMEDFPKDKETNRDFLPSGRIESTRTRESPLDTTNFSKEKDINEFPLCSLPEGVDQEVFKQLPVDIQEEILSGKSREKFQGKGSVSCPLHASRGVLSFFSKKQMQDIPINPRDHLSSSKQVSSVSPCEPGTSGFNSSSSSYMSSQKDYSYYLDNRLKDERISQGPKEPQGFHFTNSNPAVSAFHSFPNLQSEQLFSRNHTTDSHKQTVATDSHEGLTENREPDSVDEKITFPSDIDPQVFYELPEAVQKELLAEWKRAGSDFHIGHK
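Fluorescent replication assay read twice, at 0 min and 10 min after adding 50 nM (final) substrate. Enzyme (10 nM) and compounds were first incubated 15 min at room temperature; enzyme-free buffer wells were negative controls.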
JMJD2A Tudor – JMJD2A Tudor domain (human) inhibition; O75164; 4.4% of 390,000 active; AID 504339; Potency, µM (top dose mostly 114 µM), for the others: at the highest dose activity change, negative = inhibition, most hits filed as inhibitors; AlphaScreen JMJD2A-Tudor / H3K4me3 peptide binding; also: % is scaled to controls: 0 for no effect and ±100 for the full control effect; nearly all actives have a fitted effect of over 50% in size
BLM inh – inhibitors of human Bloom syndrome helicase BLM | 0.2% of 350,000 active | recombinant BLM DNA unwinding, fluorescence dequenching | P54132 | AID 2528 | Potency, µM (highest dose often 56.1 µM), for inactives: at the top dose activity change, negative = inhibition, actives largely listed as inhibitors;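 also: plate controls were vehicle for no effect and no enzyme for full effect; nearly all actives have a fitted effect of over 35% in size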
G9a block – inhibitors of human histone lysine methyltransferase G9a; Q96KQ7; G9a H3K9 monomethylation, AlphaScreen, 2 h; Potency, µM (top dose mostly 102 µM), for inactives: at the top dose activity, negative = inhibition, actives largely listed as inhibitors; 8.8% of 350,000 active; AID 504332; also: % is scaled to controls: 0 for no effect and ±100 for the full control effect; nearly all actives have a fitted effect of over 75% in size
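Step 1: enzyme (final 20 nM) with compound, 15 min RT. Step 2: substrate peptide 500 nM and SAM 20 uM, 2 h RT. Step 3: anti-H3K9me1 antibody and AlphaScreen beads, 10 min, then plate read.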
Pin1 inhibitor – human Pin1 inhibition; Q13526; Pin1 FP peptide displacement, HiFluor488, 10 min; Potency, µM (top dose mostly 115 µM), without a hit: top-dose activity, negative = inhibition, hits mostly inhibitors; 0.009% of 390,000 active; AID 504891; active = well fitted inhibition curve with a large enough effect in the polarisation, with a control signal flat, not every such curve was filed as active; inconclusive = small, poorly fitted or top-dose-only effect, or effect the other way, or a change in a side signal; inactive = no such curve, though single readings can be large or run the other way; the % refers to the polarisation; also: % is scaled to controls: 0 for no effect and ±100 for the full control effect
Target sequence (Q13526 whole entry, looked up): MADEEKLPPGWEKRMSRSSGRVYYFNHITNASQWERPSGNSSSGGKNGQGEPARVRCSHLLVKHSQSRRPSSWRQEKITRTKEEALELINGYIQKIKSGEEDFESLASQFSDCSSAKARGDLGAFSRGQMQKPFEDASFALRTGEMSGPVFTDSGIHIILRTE
Tb PGK inh – blocks T. brucei phosphoglycerate kinase; P07378; PGK/GAPDH coupled, Kinase-Glo luminescence, 60 min; Potency, µM (doses to about 57.5 µM), inactives show at the highest dose activity change, negative = inhibition, actives largely listed as inhibitors; 0.043% of 380,000 active; AID 602233; also: % is scaled to controls: 0 for no effect and ±100 for the full control effect; nearly all actives have a fitted effect of over 60% in size
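Recombinant glycosomal PGK reaction used 1,3-bisphosphoglycerate generated in-well by GAPDH (100nM final) in 100mM TEA pH 7.6, 5mM MgCl2, 0.01% Tween-20. After 60 minutes at room temperature, ATP was read by Kinase-Glo Plus luminescence end-point.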
BAZ2B block – inhibitors of human BAZ2B bromodomain; Q9UIF8; AlphaScreen BAZ2B-H3K14Ac peptide displacement; Potency, µM (titrated, usually from 114 µM), inactives show top-dose activity change, negative = inhibition, most hits filed as inhibitors; 4.4% of 360,000 active; also: % is scaled to controls: 0 for no effect and ±100 for the full control effect; nearly all actives have a fitted effect of over 60% in size
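In this displacement format the biotinylated H3(5-23) peptide acetylated at Lys14 serves as ligand at 50 nM, with BAZ2B at 50 nM in PBS pH 7.4 containing 0.01% Tween-20. Donor and acceptor beads are 10 ug/mL final.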
* marks the source's active call; other numbers are inactive results; i = inactive; ? = inconclusive; / = not tested or not shown; [ ] = remark or other dose. Unless noted, calls follow the shape of the dose curve; as a rule, active = well fitted curve in the direction sought with a large enough effect; inconclusive = small, poorly fitted or top-dose-only effect, or another doubt; inactive = no such curve, though single readings can be large; an effect the other way counts as inactive or inconclusive. Potency is read from the fitted curve at half-maximal effect.

SMILES	HP1b binding inh	GLS inhibitor	Pol iota inh	JMJD2A Tudor	BLM inh	G9a block	Pin1 inhibitor	Tb PGK inh	BAZ2B block
Cc1ccc(C)c(N2CCN(C(=O)c3cccn3-c3nnc(N4CCCCC4)s3)CC2)c1	?	-7%	?	?	-4%	?	1%	-8%	?
CCn1nc(C(=O)OCC(=O)c2ccc3c(c2)OCCO3)c2ccccc2c1=O	-2%	-9%	-1%	50µM*	1%	?	-1%	-3%	-23%
Cc1ccc(CSCc2ccc(C(=O)NC3CC3)o2)cc1	14%	-4%	22%	9%	-2%	?	-2%	-6%	-19%
O=C(NCc1ccco1)c1nc2ccccc2s1	12%	1%	57%[activator]	-34%	-5%	-16%[12.7 µM]	-4%	i	-5%
CC(C)(C)OC(=O)N1CCC(c2c(C(=O)N3CCc4ccccc4C3)cnn2-c2ccc(F)cc2)CC1	9%	-1%	57%[activator]	-18%	-7%	-9%[59 µM]	2%	0%	4%[57.1 µM]
COC(=O)c1ccc(C(=O)OC)c(NC(=S)N2CCN(c3ccc(F)cc3)CC2)c1	-5%	1%	11%	-26%	-10%	45µM*	6%	-12%	?
O=S(=O)(/C(=C/c1ccc(C(F)(F)F)cc1)c1nc2ccccc2[nH]1)c1ccccc1	-12%	-3%	79%[activator]	79µM*	-4%	6%[59 µM]	-5%	-3%	-30%
O=C(CNC(=O)c1ccccc1F)N/N=C/c1ccco1	54%[activator]	-9%	2%	-13%	-1%	-1%	7%	7%	-19%
Cc1ccc2cc(CN(C)C(=O)c3cccc(Cl)c3)c(=O)[nH]c2c1	12%	4%	7%	-11%	0%	-7%[59 µM]	-6%	15%	-5%
CC1=CC(C)C(C(=O)O)C(C(=O)O)C1 (stereo unspecified)	40%[activator]	9%	19%	-12%	-1%	?	0%	-12%	-5%

Structures listed so far marked active in JMJD2A Tudor.
SMILES	HP1b binding inh	GLS inhibitor	Pol iota inh	JMJD2A Tudor	BLM inh	G9a block	Pin1 inhibitor	Tb PGK inh	BAZ2B block
CCn1nc(C(=O)OCC(=O)c2ccc3c(c2)OCCO3)c2ccccc2c1=O	-2%	-9%	-1%	50µM*	1%	?	-1%	-3%	-23%
O=S(=O)(/C(=C/c1ccc(C(F)(F)F)cc1)c1nc2ccccc2[nH]1)c1ccccc1	-12%	-3%	79%[activator]	79µM*	-4%	6%[59 µM]	-5%	-3%	-30%

(listing goes on)
SMILES	HP1b binding inh	GLS inhibitor	Pol iota inh	JMJD2A Tudor	BLM inh	G9a block	Pin1 inhibitor	Tb PGK inh	BAZ2B block
Cc1ccc(/C=N/NC(=O)c2cccc(S(=O)(=O)Nc3cccc(Cl)c3)c2)o1	21%	4%	-11%	-9%	0%	-4%	5%	-2%	-4%
COc1cc(CN2CCN(C(=O)c3cccc4ccccc34)CC2)cc(OC)c1O	?	28%	27%	22µM*	-4%	6.3µM*	8%	-2%	50µM*
Cc1noc(C)c1NC(=O)N(C)C[C@H]1Oc2ccc(NC(=O)NC(C)C)cc2C(=O)N([C@H](C)CO)C[C@H]1C	37%	-2%	2%	-12%	/	/	1%	9%	/
O=C(NNC(=O)C1CCC(C(=O)NNC(=O)c2cccs2)CC1)c1cccs1 (stereo unspecified)	29%	16%	?	-4%	4%	17%	0%	8%	-12%
O=C1c2ccccc2NC(c2ccccn2)N1NS(=O)(=O)c1ccccc1 (stereo unspecified)	-4%	0%	-3%	-6%	0%	-23%	-13%	-2%	2%
COc1ccccc1C(=O)NC(=S)Nc1ccc(N2CCOCC2)c(Cl)c1	-11%	-26%	8%	-36%	-3%	8.9µM*	-3%	-5%	-33%
Cc1ccccc1-n1c(SCC(=O)O)nc2sc3c(c2c1=O)CCCC3	41%[activator]	-6%	-7%	?	-2%	4%	1%	0%	-3%
O=C1CC(NCc2ccccc2F)C(=O)N1c1ccccc1 (stereo unspecified)	27%	-1%	12%	1%	0%	2%[59 µM]	-1%	1%	8%
CN1C(=O)C(O)(CC(=O)c2ccncc2)c2ccccc21 (stereo unspecified)	26%	2%	-9%	-25%	-5%	0%[12.7 µM]	2%	1%	-1%
CCO[C@H]1OC(C(=O)NCc2nc3ccccc3[nH]2)=C[C@@H](C)[C@@H]1CCCO	19%	13%	4%	-10%	1%	13%[59 µM]	2%	7%	-2%

Ordered by length of the SMILES (ascending): four of the compounds above
SMILES	HP1b binding inh	GLS inhibitor	Pol iota inh	JMJD2A Tudor	BLM inh	G9a block	Pin1 inhibitor	Tb PGK inh	BAZ2B block
COc1cc(CN2CCN(C(=O)c3cccc4ccccc34)CC2)cc(OC)c1O	?	28%	27%	22µM*	-4%	6.3µM*	8%	-2%	50µM*
Cc1ccc(/C=N/NC(=O)c2cccc(S(=O)(=O)Nc3cccc(Cl)c3)c2)o1	21%	4%	-11%	-9%	0%	-4%	5%	-2%	-4%
CCO[C@H]1OC(C(=O)NCc2nc3ccccc3[nH]2)=C[C@@H](C)[C@@H]1CCCO	19%	13%	4%	-10%	1%	13%[59 µM]	2%	7%	-2%
Cc1noc(C)c1NC(=O)N(C)C[C@H]1Oc2ccc(NC(=O)NC(C)C)cc2C(=O)N([C@H](C)CO)C[C@H]1C	37%	-2%	2%	-12%	/	/	1%	9%	/

Remaining list, next part:
SMILES	HP1b binding inh	GLS inhibitor	Pol iota inh	JMJD2A Tudor	BLM inh	G9a block	Pin1 inhibitor	Tb PGK inh	BAZ2B block
Cc1ccc(N=CC=C2OC(C)(C)C(C)(C)O2)c(C)c1	19%	-3%	135%[activator]	-9%	-1%	?	7%	6%	?
COCCN(CCOC)c1ncnc2c1cnn2-c1ccc(Cl)cc1	25%	-1%	14%	-8%	-6%	6%[0.0925 µM]	2%	-10%	12%
Cc1nc(-c2ccccc2)sc1-c1ccc(SCC(=O)NCc2ccccc2)nn1	31%	-2%	10%	-18%	-6%	4%[59 µM]	-8%	-2%	-4%
CC(C)(C)OC(=O)N1CCC2(CC1)Oc1ccc(Cl)cc1C(=O)C21CC(c2ccc(Cl)cc2)=NO1 (stereo unspecified)	30%	3%	-24%	-23%	/	/	1%	-1%	/
O=C(OCC(=O)c1ccccc1)C1=NN(c2ccccc2)C(=O)CC1	40%[activator]	-11%	6%	-1%	/	/	-2%	i	/
CCOc1ccc(OCCC(=O)OCC(=O)NC(C)c2ccccc2)cc1 (stereo unspecified)	31%	-2%	2%	-11%	/	10%[0.501 µM]	-5%	-4%	-8%
Cn1c(SCc2nc(-c3ccccc3)no2)nnc1-c1ccco1	36%[activator]	4%	29%	-3%	0%	8%[12.7 µM]	0%	-1%	-27%
O=C(Nc1ccc(C(=O)N2CCOCC2)cc1)c1ccccc1	62%[activator]	0%	-8%	-1%	/	/	0%	-14%	/
COCCCN=CC1=C(O)CC(C)(C)CC1=O	12%	-11%	-4%[58.9 µM]	-9%	0%	16%[12.7 µM]	-4%	i	14%
O=C(Cn1cnc2onc(-c3ccc(F)cc3)c2c1=O)N1CCN(c2ccc(F)cc2)CC1	21%	5%	-5%	-24%	-5%	-32%[59 µM]	7%	-1%	-2%[57.1 µM]
CCc1ccc(S(=O)(=O)c2nnn3c2nc(NC(C)C)c2cc(Cl)ccc23)cc1	7%	1%	27%	-14%	-4%	4%[59 µM]	12%	-1%	6%
CCCn1c(=O)c(C(=O)NCc2ccccc2)c(O)c2ccccc21	93%[activator]	-22%	?	?	-5%	59%[activator][59 µM]	1%	-4%	35%
COC(C(=O)Nc1ccc(S(=O)(=O)Nc2ccc(F)cc2)cc1)c1ccccc1 (stereo unspecified)	37%[57 µM]	0%	15%	-11%	-7%	5%[59 µM]	?	-4%	-4%
O=C(NCc1n[nH]c(=S)n1-c1ccc(F)cc1)c1ccc(S(=O)(=O)N2CCCCC2)cc1	18%	-14%	20%	?	-3%	2.5µM*	-4%	-4%	0%
N#C[C@@H]1N(Cc2ccccc2)C(=O)[C@H]2CC3C=CC21O3 (stereo partly specified)	53%[activator]	-1%	-4%	-6%	/	7%[2.33 µM]	1%	-7%	12%
Cc1ccc(C)c(N2CCN(S(=O)(=O)c3c(C)nc4sccn4c3=O)CC2)c1	19%	-5%	-7%	-1%	0%	-31%[59 µM]	-13%	-6%	3%
CCCCCSc1nc2c(c(=O)[nH]c(=O)n2C)n1C(C)C	9%	13%	-6%	-8%	-2%	40µM*	0%	2%	8%
CC1CN(C(=O)COC(=O)c2ccc(F)cc2Cl)CC(C)O1 (stereo unspecified)	13%	-1%	-9%	-5%	-1%	-8%	-14%	6%	9%
CCOc1ccc(C2Nc3cccc4cccc(c34)N2)cc1OC	50µM*	16%	?	?	-1%	10µM*	?	18%	-39%
COC(=O)Cn1c(=O)c2c(nc3n2CCCN3CCc2ccccc2)n(C)c1=O	59%[activator]	-4%	-3%	-17%	-3%	12%	-10%	-6%	-38%

Compounds listed so far that have a COOH group (2):
SMILES	HP1b binding inh	GLS inhibitor	Pol iota inh	JMJD2A Tudor	BLM inh	G9a block	Pin1 inhibitor	Tb PGK inh	BAZ2B block
CC1=CC(C)C(C(=O)O)C(C(=O)O)C1 (stereo unspecified)	40%[activator]	9%	19%	-12%	-1%	?	0%	-12%	-5%
Cc1ccccc1-n1c(SCC(=O)O)nc2sc3c(c2c1=O)CCCC3	41%[activator]	-6%	-7%	?	-2%	4%	1%	0%	-3%

Further compounds.
SMILES	HP1b binding inh	GLS inhibitor	Pol iota inh	JMJD2A Tudor	BLM inh	G9a block	Pin1 inhibitor	Tb PGK inh	BAZ2B block
O=C(Nc1ccccc1)N1CCCN(c2ccc(C(F)(F)F)cn2)CC1	41%[activator]	2%	0%	-15%	0%	-6%	1%	-15%	-32%
Cc1ccc2cc3cc(C(=O)N4CCCCCC4)oc3nc2c1	42%[activator]	7%	12%	10%	1%	-8%	8%	8%	17%
COc1ccc(S(=O)(=O)N2CCCCC2)cc1NCC(=O)Nc1ccc(C)cc1	-1%	2%	27%	-24%	-9%	39%[12.7 µM]	0%	-12%	-33%
Cc1ccc(S(=O)(=O)NNC(=S)Nc2ccc(Cl)cc2)cc1	9%	?	94%[activator]	-16%	-10%	15%[59 µM]	6%	3%	-28%

The list is partial; the hit share may differ from the screen's.
